Screening results: PubChem, several laboratories
Rad51 HR inh: human RAD51 strand exchange inhibitors, primary screen, biochemical, fluorescence. 200,000 tested, 0.085% active. AID 1385, 2008. DNA repair protein RAD51 homolog 1 (Homo sapiens), Q06609. inhibition, % at 10 µM. hRad51 DNA strand exchange, fluorescence dequenching;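 active means inhibition above 40% at the single screening dose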;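 further: 0% = DMSO control wells and 100% = blanks with heterologous ssDNA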
Target sequence (Q06609 whole entry, looked up): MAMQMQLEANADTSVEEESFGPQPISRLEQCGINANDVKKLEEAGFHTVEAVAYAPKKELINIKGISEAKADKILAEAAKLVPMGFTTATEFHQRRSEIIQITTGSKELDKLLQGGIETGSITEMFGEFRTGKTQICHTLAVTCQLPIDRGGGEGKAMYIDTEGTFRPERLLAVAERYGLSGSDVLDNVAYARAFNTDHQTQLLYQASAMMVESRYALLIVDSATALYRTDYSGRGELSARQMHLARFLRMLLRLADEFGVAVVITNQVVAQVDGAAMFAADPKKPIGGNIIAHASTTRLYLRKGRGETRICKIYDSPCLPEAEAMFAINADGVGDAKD
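Material: human Rad51–ssDNA filaments; Probe or stimulus: labelled 47-mer dsDNA for strand exchange; Doses: single 10 µM dose; Incubation: 37 °C 15-min filament assembly, 30-min compound preincubation, 15-min exchange; Technique: FRET fluorescence dequenching, excitation 485 nm, emission 520 nm; Measure: Fluorescence-based percent inhibition, control- and blank-normalised; Benchmarks: plate control and blank wells.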
Tb hexokinase: Trypanosoma brucei hexokinase 1 inhibitors, primary screen, biochemical, G6PDH-coupled NADH absorbance, MLSCN library; hexokinase 1 [Trypanosoma brucei]; recombinant TbHK1, G6PDH-coupled NADH A340; inhibition, % at 10 µM; 220,000 tested, 0.11% active; AID 1430, 2008;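 active means inhibition of 50% or more in the single-dose primary screen; inactive means inhibition below 50%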
14-3-3 Bad PPI: inhibitors of 14-3-3 zeta/Bad binding, primary screen, biochemical, TR-FRET, bovine 14-3-3 zeta. 14-3-3 protein zeta/delta (Bos taurus), P63103. TR-FRET 14-3-3zeta/Dy647-pBad peptide displacement, 1 h. inhibition, % at 21.7 µM. 220,000 tested, 0.71% active;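 active means inhibition above about 70%, limit read from the data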;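 further: 0% = full 14-3-3 plus peptide FRET controls and 100% = background without 14-3-3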
Target sequence (P63103 whole entry, looked up): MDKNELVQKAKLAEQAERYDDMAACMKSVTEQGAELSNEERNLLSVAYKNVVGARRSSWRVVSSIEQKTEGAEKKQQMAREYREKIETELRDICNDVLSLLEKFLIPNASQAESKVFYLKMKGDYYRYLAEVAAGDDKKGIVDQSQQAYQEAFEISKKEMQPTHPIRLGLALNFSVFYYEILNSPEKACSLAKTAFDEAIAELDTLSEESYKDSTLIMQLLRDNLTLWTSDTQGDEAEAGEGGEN
eIF4E-4G inh: eIF4E–eIF4G protein interaction inhibitors, primary screen, biochemical, uHTS, TR-FRET, eIF4GI fragment; inhibition, % at 21.7 µM; 220,000 tested, 0.37% active; TR-FRET eIF4E-eIF4GI(517-606) binding, 2 h; Eukaryotic translation initiation factor 4E (Mus musculus) + Eukaryotic translation …;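 active means inhibition above about 30%, limit read from the data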;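 further: 0% = full FRET control wells and 100% = background wells lacking eIF4GI fragment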
Calpain2 inh: inhibitors of pig calpain II, primary screen, biochemical, fluorogenic peptide substrate, 1536-well | purified calpain II, 30 min | inhibition, % at 16 µM | 220,000 tested, 0.37% active | AID 1236, 2008;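 active means inhibition above about 50%, limit read from the data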
EP2 antag: human EP2 receptor antagonists, primary screen, TR-FRET cAMP, C6 glioma cells; AID 1422, 2008; inhibition, % at 25 µM; 260,000 tested, 0.52% active; C6 glioma cells expressing human EP2; cells stimulated with saturating PGE2; Prostaglandin E2 receptor EP2 subtype (Homo sapiens), P43116;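 active means percent inhibition above 40 after rounding to a whole number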;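 further: rat C6 glioma host cells with rolipram phosphodiesterase inhibitor present; the protocol text gives 20 µM as final concentration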
L929 necroptosis: inhibitors of zVAD-triggered necroptosis, primary screen, L929 cells; viability rescue, % at 10 µM; L929 zVAD necroptosis rescue, ATP luminescence, 24 h; with zVAD 60 µM; 220,000 tested, 0.38% active;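 active means activation, scaled between plate controls, above about 75%, limit read from the data; inactive means activation under that limit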;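 further: 0% = zVAD with DMSO and 100% = DMSO alone without zVAD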
Hck Nef HTS: inhibitors of Nef-activated human Hck kinase, primary screen, biochemical, Z-Lyte FRET, 384-well, Hck-YEEI; Tyrosine-protein kinase HCK (Homo sapiens), P08631; Recombinant Hck-YEEI plus Nef, Z-Lyte FRET kinase assay; AID 463187, 2010; 220,000 tested, 0.68% active; inhibition, % at 20 µM;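 active means Hck-Nef kinase inhibition above about 50%, limit read from the data; inactive means inhibition below that limit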;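 further: 0% = DMSO with Hck plus Nef and 100% = Hck alone without Nef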
Target sequence (P08631 whole entry, looked up): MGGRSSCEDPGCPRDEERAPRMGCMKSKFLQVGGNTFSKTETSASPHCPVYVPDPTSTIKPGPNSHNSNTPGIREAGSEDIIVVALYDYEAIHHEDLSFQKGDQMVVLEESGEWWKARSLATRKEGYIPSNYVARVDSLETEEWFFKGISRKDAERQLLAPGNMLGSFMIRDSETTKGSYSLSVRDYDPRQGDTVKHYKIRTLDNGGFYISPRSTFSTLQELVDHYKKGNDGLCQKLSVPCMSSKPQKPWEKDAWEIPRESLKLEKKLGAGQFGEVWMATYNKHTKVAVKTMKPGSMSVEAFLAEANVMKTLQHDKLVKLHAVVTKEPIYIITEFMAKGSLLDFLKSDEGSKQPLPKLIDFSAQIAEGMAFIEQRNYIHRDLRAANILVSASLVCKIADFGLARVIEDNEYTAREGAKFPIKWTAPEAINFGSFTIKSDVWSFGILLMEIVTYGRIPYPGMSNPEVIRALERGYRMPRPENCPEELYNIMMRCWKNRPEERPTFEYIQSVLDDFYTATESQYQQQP
EP2 modulator: EP2 receptor modulators, cAMP readout, primary screen, cell-based, HTRF cAMP, PGE2 stimulation. Prostaglandin E2 receptor EP2 subtype (Homo sapiens), P43116. EP2-expressing cells, cAMP HTRF FRET, PGE2 co-stimulation. induction, % at 25 µM. 260,000 tested, 0.83% active;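 active means compounds whose cAMP rise, as percent of the full-agonist control response, exceeds 60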;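 further: rat C6 glioma line stably carrying human EP2 under a CMV promoter; the protocol text gives 20 µM as final concentration; 100% = response of wells given 1 µM PGE2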
* hit, by the source's call; x = not tested or not shown; & = joins results of further samples; [ ] = dose if it differs, or a comment. These rows are one share of the data (hit frequency here may not be typical).

SMILES	Rad51 HR inh	Tb hexokinase	14-3-3 Bad PPI	eIF4E-4G inh	Calpain2 inh	EP2 antag	L929 necroptosis	Hck Nef HTS	EP2 modulator
CC1Cc2ccccc2N1CC(=O)NC(=O)NCc1ccco1 (stereo not given)	3	-4	-9[fluorescence artefact?]	-11[fluorescence artefact?]	-150	4	0.0	0	5
Cc1[nH]cnc1CSCc1ccc(Cl)cc1	-39	2	19[fluorescence artefact?]	1	0	16	2.5	3	-36
Cc1cc(C)cc(OCC(=O)Nc2ccc(N3CCCC3)cc2)c1	0	2	100*[fluorescence artefact?]	9[fluorescence artefact?]	8	11	0.3	11	16
O=C(NCC1OCCc2ccccc21)C1COc2ccccc2O1 (stereo not given)	-1	4	12	1	42	6	0.2	15	1
CCOC(=O)C(=O)Nc1nnc(SCc2ccc(F)cc2)s1	1	-7	-12[fluorescence artefact?]	5	17	5	-0.7	5	18
CON(c1nc(N(C)C)nc(N(C)C)n1)S(=O)(=O)c1ccccc1Cl	-4	-3	6	-8	8	11	0.5	0	18
COCCN1C(=O)C(O)=C(C(C)=O)C1c1ccc(OC)c(OC)c1 (stereo not given)	0	-24	7	1	25	13	1.5	2	14
CN(Cc1cn(C)nc1-c1ccc(Oc2ccccc2)cc1)CC1COCCO1 (stereo not given)	28	-9	4	2	20	7	0.4	-5	-34
CS(=O)(=O)N(CC(=O)NCCSCc1c(F)cccc1Cl)c1cccc([N+](=O)[O-])c1	-7	10	5	0	33	10	-0.3	12	-52
O=C(c1ccc(F)cc1)C1CCN(C(=S)Nc2ccccc2Cl)CC1	6	6	-16	2	17	8	-0.6	8	-16
Cc1ccc(C(C)C)c(OCc2nn(CC(=O)c3ccc(OC(F)F)cc3)c3[n+]2CCCCC3)c1	-6	16	4	-1	43	7	11	15	15
CC(C)N(CCNC(=O)C1CCN(S(=O)(=O)N2CCOCC2)CC1)Cc1ccccc1	x	1	-5	2	-1	x	5.3	0	11
c1ccc2sc(N3CN(CCN4CCOCC4)CN(c4nc5ccccc5s4)C3)nc2c1	5	-10	7	2	-67	7	7.3	1	-13
Nc1nc(N2CCOCC2)cc(=O)[nH]1	x	1	-12	0	10	x	1.1	1	5
CCOC(=O)C(C)(C)N(Cc1ccc(Cl)cc1)S(=O)(=O)c1ccc(Cl)c([N+](=O)[O-])c1	x	2	-7	0	-5	10	x	-1	40
Cc1ccc(C(=O)NCCc2cc3ccc(C)c(C)c3[nH]c2=O)cc1[N+](=O)[O-]	4	-8	-5	7[fluorescence artefact?]	8	3	1.6	-1	-51
O=C(NCCCn1ccnc1)C(=O)NCC(c1ccco1)N1CCN(c2ccc(F)cc2)CC1 (stereo not given)	8	35	-13	-7	-7	7	1.1	-7	5
O=C(Nc1ccccc1N1CCOCC1)c1ccc(Cl)nc1	-8	3	-10	2	-24	6	1.4	22	2
Cc1c(C(=O)N2CCN(c3ccccc3)CC2)sc2ncnc(N3CCC(C)CC3)c12	x	-8	-5	-3	5	x	-0.2	1	-19
COc1ccc(OCCSc2ncn[nH]2)cc1	2	-4	12	-5	-25	12	-0.2	1	17

Given with each value named: 2 of the compounds above
> CS(=O)(=O)N(CC(=O)NCCSCc1c(F)cccc1Cl)c1cccc([N+](=O)[O-])c1
  Rad51 HR inh = -7	Tb hexokinase = 10	14-3-3 Bad PPI = 5	eIF4E-4G inh = 0	Calpain2 inh = 33	EP2 antag = 10	L929 necroptosis = -0.3	Hck Nef HTS = 12	EP2 modulator = -52

> Cc1[nH]cnc1CSCc1ccc(Cl)cc1
  Rad51 HR inh = -39	Tb hexokinase = 2	14-3-3 Bad PPI = 19[fluorescence artefact?]	eIF4E-4G inh = 1	Calpain2 inh = 0	EP2 antag = 16	L929 necroptosis = 2.5	Hck Nef HTS = 3	EP2 modulator = -36

Following part:
SMILES	Rad51 HR inh	Tb hexokinase	14-3-3 Bad PPI	eIF4E-4G inh	Calpain2 inh	EP2 antag	L929 necroptosis	Hck Nef HTS	EP2 modulator
Fc1ccccc1COc1ccccc1CNCc1ccncc1	5	7	76*	11	15	7	0.3	2	6
O=C(COC(=O)/C=C/c1ccccc1)NCC1CCCO1 (stereo not given)	x	-1	-7	-2	2	2	2.1	16	-15
COc1ccc(CNC(=O)CCCCCn2c(SCC#N)nc3cc4c(cc3c2=O)OCO4)cc1	1	1	27[fluorescence artefact?]	-28	8	8	-1.2	-4	-4
O=C(c1ccccc1[N+](=O)[O-])N1CCC(Cc2ccccc2)CC1	8	-3	0	2	-7	4	-0.2	-1	-3
CS(=O)(=O)Nc1ccc(-c2n[nH]c(=S)n2-c2ccccc2)cc1	-4	-5	4	-9	-34	x	1.6	3	28
CCCC(C)NC1=NCCCCC1 (stereo not given)	2	-3	-5[fluorescence artefact?]	-3[fluorescence artefact?]	17	3	0.2	0	11
Cc1ccc(-n2[nH]c(C)c(/C=C3/C=Nc4ccccc43)c2=O)cc1C	3	-11	-1	-2	-15	5	-0.1	1	15
COc1ccc(NC(=O)c2ccc(COc3ccccc3)o2)cc1	4	1	12	-3[fluorescence artefact?]	3	6	0.0	0	-50
Cc1cccc(NC(=S)NNC(=O)c2nn(C)cc2Cl)c1	4	-2	-4	0	-6	13	0.3	2	-17
COc1ccc(C(=O)N/C(=C\c2ccco2)C(=O)NC2CCS(=O)(=O)C2)cc1 (stereo not given)	7	-16	-3	-2	2	2	3.0	27	24
O=C(Nc1sc2c(c1C(=O)O)CCC2)c1cccs1	x	9	23	8	23	x	0.1	-1	31
CC(C)C1Nc2ccc(C(=O)O)cc2C2C=CCC21 (stereo not given)	-14	0	-4	4	-25	6	8.6	38	50
CS(=O)(=O)Nc1cccc(C2=NN(S(C)(=O)=O)C(c3ccccc3)C2)c1 (stereo not given)	43*	-12	-11	0	-33	10	-0.4	10	4
Cc1ccc(S(=O)(=O)NC(C)C(=O)Nc2ccc(C(N)=O)cc2)cc1 (stereo not given)	-9	7	-5	-5	13	17	-0.3	14	-6
CCOC(=O)C(C)Sc1nc2c(c(=O)[nH]c(=O)n2C)n1CCc1ccccc1 (stereo not given)	3	44	-4[fluorescence artefact?]	2	-4	13	-0.1	4	21
CCOC(=O)CSc1nnc(CNc2cccc(Cl)c2)n1-c1ccccc1	1	1	0	-4	-5	3	1.9	0	17
Cc1ccc(NC(=O)Cn2nnc(C(=O)Nc3ccc(C)c(C)c3)c2N)cc1	0	17	20[fluorescence artefact?]	-18[fluorescence artefact?]	-34	13	0.1	0	-7
CC12CCC(=O)N1C(C(=O)OCC(=O)Nc1cc(S(=O)(=O)N3CCCCC3)ccc1Cl)CS2 (stereo not given)	18	3	6	2	28	9	x	7	14
COc1ccccc1OCCOc1ccc(C(=O)c2ccccc2)cc1	x	3	-1[fluorescence artefact?]	-1	40	6	1.6	1	-39
COc1ccc(NC(=O)CN(c2ccccc2)S(=O)(=O)N(C)C)cc1Cl	-8	6	-13	-1	2	3	1.9	-3	6
CCOC(=O)Cc1cc(=O)n2[nH]c(C)c(-c3ccc(OC)cc3)c2n1	-7	-8	-13	-2	-91	7	0.8	-1	4
O=c1oc2ccccc2c2c1ncn2-c1ccccc1	7	-5	3[fluorescence artefact?]	-2[fluorescence artefact?]	-13	4	0.5	2	5
CC(=O)Nc1nc2ccc(NC(=O)c3ccco3)cc2s1	-16	-10	1	2	21	6&6	-0.9	1	-45&-36
Oc1c(C(c2ccccc2)N2CCCCC2)sc2ncnn12 (stereo not given)	-9	1	10[fluorescence artefact?]	3[fluorescence artefact?]	-3	10	3.2	1	13
Cc1ccccc1-n1c(C)cc(/C=C2/C(=N)N3C(c4ccccc4)=CSC3=NC2=O)c1C	-34	-11	-24	2[fluorescence artefact?]	-42	8	-0.2	0	6
COc1cc2c(cc1NC(=O)COC(=O)[C@@H](NS(=O)(=O)c1cccc(Cl)c1)C(C)C)oc1ccccc12	9	-12	-12	4	-33	4	-0.2	1	20
COCCNC(=O)/C(C#N)=C/c1ccc(-c2ccc(OC)cc2[N+](=O)[O-])o1	-6	-8	-2	-3	-20	14	-0.1	-1	-13
CN(C)S(=O)(=O)c1cccc(C(=O)OCC(=O)NC2CCCc3ccccc32)c1 (stereo not given)	-16	2	8	4	4	7	2.0	0	7
COc1ccc(CCNC(=O)c2ccc(N(C)S(=O)(=O)c3ccc(C)cc3)cc2)cc1	4	-6	-4	-5	22	11	1.2	5	-40
Cc1c(O)ccc(C(=O)COc2ccccc2F)c1O	2	-38	2	2	-14	11	-0.3	1	8
Cc1cccc(NC(=O)c2cc3c(s2)-c2c(C)cccc2OC3)n1	5	-27	67	-17	-84	7	-0.7	87*	-18
CSCCC1NC2(C(=O)Nc3c2ccc(Cl)c3C)[C@@H]2C(=O)N(C3CCCC3)C(=O)[C@H]12 (stereo not given in full)	2	-5	-6	-1	25	2	-0.1	0	25
CCCCCOC(=O)Nc1ccc(S(=O)(=O)Nn2cnnc2)cc1	2	3	17[fluorescence artefact?]	15[fluorescence artefact?]	2	2	-0.3	-5	-20
COc1cc(OC)c(C2=NOC(C(=O)NCc3cccs3)C2)cc1Cl (stereo not given)	1	6	-6	-1	0	14	34	21	-65
O=C1C2ON(c3ccccc3)C(c3cccnc3)C2C(=O)N1c1ccc(Cl)c(Cl)c1 (stereo not given)	-5	4	12[fluorescence artefact?]	-1[fluorescence artefact?]	-50	10	0.2	-2	22
CC(Sc1c[nH]c2ccccc12)C(=O)O (stereo not given)	2	0	-6	-2	-7	2	-0.5	2	12
COc1ccc(CN(C(=O)CN2C(=O)COc3ccccc32)C2CCCC2)c(OC)c1	1	6	1	1	0	-1&8	0.0	-1	5&3
Cc1c(C)[n+](=O)c(-c2ccc(F)cc2)c(C)n1[O-]	-1	-5	44	-1	-38	10	0.5	-1	11
Cc1cc(C)nc(-n2nc(C)c3c(C(=O)O)cc(-c4cccc(Br)c4)nc32)n1	8	-19	-1	-6	4	3	-0.7	3	11
CCc1ccc2nc3sc(C(=O)O)cc3cc2c1	-116	-15	-5	3	-44	14&14	6.0	17	-18&5
Cc1cccc(NC(NC(=O)c2cccnc2)C(Cl)(Cl)Cl)c1 (stereo not given)	-4	-7	-6	-6	2	9	0.5	-1	-7
Cc1ccc(-c2nnn(CC(=O)N(CCN3CCOCC3)C(C(=O)NC3CCCC3)c3ccncc3)n2)o1 (stereo not given)	9	2	-9	0	-25	1	0.5	21	3
OC(COc1ccc2cc(Br)ccc2c1)CN1CCN(c2ccccn2)CC1 (stereo not given)	11	-15	-10	-13	4	32	-0.1	0	-15
C/C(=N\Nc1ccc(C#N)cc1[N+](=O)[O-])c1ccc(O)cc1	8	-14	-1	1	12	6	-0.3	22	-23
COc1ccccc1NC(=O)Cn1nnc(-c2ccccc2NC(=O)c2cccs2)n1	3	-4	36[fluorescence artefact?]	-12	-54	-5	-0.2	0	-7
N#C/C(=C\c1ccccc1)C(=O)NC(=O)Oc1ccccc1	2	-6	-4	-3	15	-3	0.0	-1	-3
CCN(CC)CCCN1C(=O)C(O)=C(C(=O)c2cc3cccc(OC)c3o2)C1c1ccncc1 (stereo not given)	-8	-22	1	2	10	24	1.5	1	27
